Compound activity from PubChem.
proCasp7 act: procaspase-7 activators, primary screen, counter-screen for procaspase-3 activator project, biochemical, absorbance, HTS, human; Caspase-7 (Homo sapiens), P55210; 330,000 compounds, 0.093% hits; AID 463210, 2010; activation, % at 8.5 µM; recombinant procaspase-7, Ac-DEVD-pNA absorbance 405 nm; D23A/D198A/D206A triple mutant, cannot self-cleave; scale: DMSO 0, 5 µM enzyme 100;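 active = percent activation above the screen-wide mean plus 3 SD, cut at about 25% in these data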
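Assay system: Uncleavable procaspase-7 mutant enzyme / Input: 2 µM procaspase-7 mutant as dispensed / Dosing: single nominal 8.5 µM compound dose, 0.8% DMSO final / Timing: 1 h enzyme–compound preincubation and 2 h substrate reaction, both 25 °C / Detection: p-Nitroaniline absorbance at 405 nm, read at 0 and 120 min / Replication: singlicate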
ZTA DNA inh: ZTA (EBV) inhibition in EBNA-1 counter-screen; ZTA-DNA binding, fluorescence polarization; inhibition, % at 11 µM; AID 2234; P03206; 320,000 compounds, 0.15% hits; in the data active = inhibition above about 33%
RPL19A-GFP yeast: RPL19A-GFP expression modulators in yeast, primary screen, cell-based, S. cerevisiae, multiplex flow cytometry, MLPCN; S. cerevisiae RPL19A-GFP strain, 3 h; stronger effect = lower value; percent response vs DMSO, % at 10 µM; 330,000 compounds, 0.3% hits;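 active = percent response vs DMSO below 50%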;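 note: median channel GFP fluorescence of the barcoded RPL19A-GFP strain; ratio of sample median GFP to plate DMSO average so 100% = DMSO; lower means less RPL19A-GFP as with rapamycin TOR inhibition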
EBNA-1 inh: EBNA-1 DNA-binding inhibitors, primary screen, biochemical, fluorescence polarization; inhibition, % at 14.8 µM; 300,000 compounds, 0.34% hits; in the data active = inhibition above about 28%
proCasp3 act: activators of human procaspase-3 D3A mutant, primary screen, biochemical, absorbance, PC-3 D3A mutant, single concentration. recombinant procaspase-3 D3A, Ac-DEVD-pNA absorbance 405 nm. AID 463141, 2010. 330,000 compounds, 0.11% hits. activation, % at 8.5 µM. Caspase-3 (Homo sapiens), P42574;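 active = activation above the mean of all tested compounds plus 3 SD, cut at about 21% in these data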;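 note: 0% = DMSO alone and 100% = DMSO wells spiked with extra 5 µM PC-3 D3A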
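Compound: 8.5 µM single point, 0.8% DMSO / Material: Autoprocessing-dead procaspase-3 D3A mutant enzyme / Timing: 1 h preincubation plus 2 h reaction at 25 °C / Medium: Zinc-free HEPES/NaCl buffer with 0.01% Triton X-100 at pH 7.4 / Technique: 405 nm absorbance of p-nitroaniline, reads at 0 and 120 min / Repeats: one well per compound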
LAP4-GFP MLPCN: modulators of LAP4-GFP expression in yeast, primary screen, S. cerevisiae, multiplex flow cytometry, MLPCN library; GFP response vs DMSO, % at 10 µM; 320,000 compounds, 0.34% hits; 3 h; median GFP as percent of DMSO wells;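 active = GFP response vs DMSO above a set limit, about the screen mean plus 3 SD, cut at about 150% in these data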
AHR act: AHR activators, primary screen, cell-based, luminescence, luciferase reporter, human; Aryl hydrocarbon receptor (Homo sapiens), P35869; AHR-responsive luciferase reporter cells; activation, % at 5 µM; 320,000 compounds, 2.5% hits; in the data active = activation above about 47%;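 note: 0% = vehicle wells and 100% = reference agonist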
Target sequence (P35869 whole entry, looked up): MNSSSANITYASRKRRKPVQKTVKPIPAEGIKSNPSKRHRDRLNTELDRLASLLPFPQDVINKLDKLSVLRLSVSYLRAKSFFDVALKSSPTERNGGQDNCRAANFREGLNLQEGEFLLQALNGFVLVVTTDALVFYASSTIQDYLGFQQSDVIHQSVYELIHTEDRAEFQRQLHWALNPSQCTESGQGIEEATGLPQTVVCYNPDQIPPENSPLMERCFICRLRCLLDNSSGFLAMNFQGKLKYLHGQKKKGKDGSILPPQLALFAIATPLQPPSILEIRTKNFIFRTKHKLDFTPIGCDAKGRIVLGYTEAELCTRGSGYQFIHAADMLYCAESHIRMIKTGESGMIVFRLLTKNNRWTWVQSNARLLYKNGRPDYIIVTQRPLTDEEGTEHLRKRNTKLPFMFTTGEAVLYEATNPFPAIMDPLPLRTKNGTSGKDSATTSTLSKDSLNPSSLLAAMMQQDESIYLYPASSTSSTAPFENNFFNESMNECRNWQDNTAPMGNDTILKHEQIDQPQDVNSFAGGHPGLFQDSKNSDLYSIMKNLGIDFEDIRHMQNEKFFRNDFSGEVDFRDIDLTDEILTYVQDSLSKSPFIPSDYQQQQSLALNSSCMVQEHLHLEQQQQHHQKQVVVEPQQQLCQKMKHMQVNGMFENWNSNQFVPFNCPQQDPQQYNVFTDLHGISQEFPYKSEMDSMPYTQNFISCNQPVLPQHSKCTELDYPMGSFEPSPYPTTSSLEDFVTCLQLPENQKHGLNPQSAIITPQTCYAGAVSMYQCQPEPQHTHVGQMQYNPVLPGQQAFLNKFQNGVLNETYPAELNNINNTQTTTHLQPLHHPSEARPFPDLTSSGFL
MEP2-GFP yeast: modulators of MEP2-GFP levels in yeast, primary screen, S. cerevisiae, multiplex flow cytometry, MLPCN library | AID 2016, 2009 | GFP response vs DMSO, % at 10 µM | 330,000 compounds, 0.51% hits | S. cerevisiae MEP2-GFP strain, 3 h; 100% = DMSO control level;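 active = GFP response versus DMSO above a set limit, roughly screen mean plus 3 SD, cut at about 180% in these data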;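 note: median GFP fluorescence of the barcode-gated MEP2-GFP cells per well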
* = called active by the depositor; . = no result given.

A first look, three compounds:
SMILES	proCasp7 act	ZTA DNA inh	RPL19A-GFP yeast	EBNA-1 inh	proCasp3 act	LAP4-GFP MLPCN	AHR act	MEP2-GFP yeast
O=C(C[n+]1ccccc1)N1c2ccccc2Sc2ccccc21	0	-3	92	-8	-5	103	-1	101
Clc1cccc(-c2noc3ncnc(Nc4ccc5c(c4)OCO5)c23)c1	-1	-17	98	-3	-8	111	55*	93
CS(=O)(=O)Nc1ccc(OCc2ccccc2)cc1	0	3	96	3	1	109	5	106

The list itself (from the top)
SMILES	proCasp7 act	ZTA DNA inh	RPL19A-GFP yeast	EBNA-1 inh	proCasp3 act	LAP4-GFP MLPCN	AHR act	MEP2-GFP yeast
O=C(C[n+]1ccccc1)N1c2ccccc2Sc2ccccc21	0	-3	92	-8	-5	103	-1	101
Clc1cccc(-c2noc3ncnc(Nc4ccc5c(c4)OCO5)c23)c1	-1	-17	98	-3	-8	111	55*	93
CS(=O)(=O)Nc1ccc(OCc2ccccc2)cc1	0	3	96	3	1	109	5	106
CC(=O)c1cc2c(cc1NC(=O)CCc1c(C)nc3ncnn3c1C)OCO2	10	8	101	.	4	103	7	100
O=c1[nH][nH]c(C(F)(F)F)c1C=Nc1ccccc1Cl	1	9	99	7	-2	98	0	100
CC(C)(C)c1ccc(C(=O)OCCN2CCCCC2)cc1	5	-18	90	-12	11	85	2	106
C=C(C)CN1C(=O)C2(OCCO2)c2ccccc21	-6	-7	102	-18	1	96	6	89
Cc1ccc(Oc2ncccc2NC(=O)CC(CC(=O)O)c2ccccc2)c2c1CCC2 (stereo not given)	1	-1	102	-2	3	121	-1	96
Cc1cc(C)cc(Nc2ccc(C(=O)O)cc2[N+](=O)[O-])c1	-5	2	106	4	6	85	0	106
COc1ccc(/C(O)=C2/C(=O)C(=O)N(CCCN(C)C)C2c2ccccc2)cc1OC (stereo not given)	-13	-8	95	-10	6	98	1	97
COc1ccc(N2C(=O)CC(Sc3nccc(C)n3)C2=O)cc1 (stereo not given)	-19	-2	110	13	-28	110	0	110
CC(=O)Nc1ccc(S(=O)(=O)N(C#N)c2nc(C)cc(C)n2)cc1	-8	-10	103	1	-13	85	6	103
O=C(COc1ccccc1F)Nc1ccc2[nH]c(=O)[nH]c2c1	3	9	101	-2	4	106	3	101
CC1C(=O)N2CCCc3cc(NC(=O)c4ccccc4C(F)(F)F)cc1c32 (stereo not given)	-5	1	101	-3	7	98	2	103
O=c1ccc(-c2ccccc2)no1	0	7	102	-5	2	101	-2	93
Cc1ccc(NC(=O)CCNS(=O)(=O)c2ccc(Br)cc2)cc1S(=O)(=O)N1CCOCC1	3	8	90	-2	6	95	0	97
COc1ccc(S(=O)(=O)N(CC(=O)NCCCN(C)C)c2ccc(C)cc2)cc1OC	7	-2	90	10	9	94	0	92
COC(=O)c1sc(N)c(C(=O)OC)c1COC(=O)CCNS(=O)(=O)c1ccc(C)cc1	1	4	104	0	2	99	3	105
C=C(C)C1CC=C(C)/C(=N/NC(=S)Nc2ccccc2)C1 (stereo not given)	-7	3	96	-3	-18	89	29	96
O=C(NCc1nnc(SCc2ccc(C(F)(F)F)cc2)n1-c1ccccc1)C12CC3CC(CC(C3)C1)C2	-3	18	100	6	4	90	-1	94
Clc1ncc(CN2CCN(Cc3ccccc3)CC2)s1	11	6	94	0	-5	105	-1	95
CC(C)[C@@H](C(=O)NCc1ccco1)N1C(=O)N2CCc3c([nH]c4ccccc34)[C@@]2(C)C1=O	-3	-6	100	-8	5	105	5	96
COc1ccccc1-n1c(SCC(=O)NC2CCS(=O)(=O)C2)nc2cc([N+](=O)[O-])ccc21 (stereo not given)	5	-15	98	-4	4	89	4	103
Cc1cc(=O)oc2cc(NC(=O)CCCC(=O)O)ccc12	12	4	100	-1	-2	100	2	105
CC1=C(C(N)=O)S(=O)(=O)c2ccccc21	1	-15	99	-10	3	101	1	111
Cc1ccc(C2=NS(=O)(=O)N(C)C(C(=O)Nc3ccc4c(c3)OCO4)=C2)cc1	5	5	101	1	-4	102	53*	105
O=C(Nc1ccc(O)cc1)/C(=C/c1ccco1)NC(=O)c1ccccc1	-5	-5	94	5	12	105	0	97
Cc1ccc(-n2c(SCC(N)=O)nc(O)cc2=O)cc1	-2	-13	103	2	-14	92	1	103
O=C(CN1CCN(Cc2ccccc2)CC1)Nc1ccc(-n2cnnn2)cc1	5	0	97	5	-2	107	0	102
O=C(OCC(=O)c1c[nH]c2ccccc12)c1cccc([N+](=O)[O-])c1	0	-4	95	.	-4	97	31	100
O=C(CSc1ncn(-c2ccccc2)n1)Nc1ccc2c(c1)OCCO2	-9	-6	101	-11	-4	104	4	99
CCS(=O)(=O)CCSc1nc(C)cc(C)n1	11	5	88	-9	4	104	-4	110
CCC(=O)NC(=S)Nc1ccc(NC(=O)c2ccc(C)c([N+](=O)[O-])c2)cc1	2	1	102	43*	-1	89	4	101
CC(=O)NC(CC(=O)OCC(=O)Nc1cc(S(=O)(=O)N2CCCCC2)ccc1C)c1ccccc1 (stereo not given)	9	.	93	.	-4	105	0	104
COc1ccc(-c2cc(=O)[nH]c(N3CCN(Cc4ccccc4)CC3)n2)cc1	1	-5	102	-6	-7	95	3	107
COC(=O)c1sccc1NC(=O)CSCCc1ccccn1	-1	-2	93	-4	11	113	-1	91
O=C1c2ccccc2S(=O)(=O)c2cc(N3CCN(C(=O)c4ccccc4)CC3)ccc21	-19	6	106	-3	3	105	16	96
O=S(=O)(c1ccccc1OC(F)(F)F)N1CCN(c2ccnc3cc(Cl)ccc23)CC1	3	4	106	9	4	97	0	102
C=CCn1c(SCC(=O)c2c(N)n(C)c(=O)n(C)c2=O)nnc1-c1ccoc1C	4	.	100	.	2	90	-2	96
Cc1ccc(S(=O)(=O)NCCCCCC(=O)Nc2ccccc2C)cc1	-1	-13	107	-3	3	102	-2	106
COc1ccc(C(=O)CC(=O)C(=O)Nc2ccccc2Cl)cc1	-4	6	107	-2	6	88	2	107
CC(C)C(=O)Nc1ccc(C(=O)NNC(=O)C(c2ccccc2)c2ccccc2)cc1	2	21	103	17	9	109	2	106
O=C(CNC(=O)c1ccccc1C(=O)O)c1ccccc1	6	-4	100	7	8	102	-6	100
COC(=O)[C@H](C)NC(=O)NCCC1=CCCCC1	8	-6	93	2	-2	107	-1	101
Cc1ccc(C(=O)N2CC(C)SC2=Nc2cccc(S(=O)(=O)N(C)C)c2)cc1 (stereo not given)	6	-3	100	1	4	106	1	106
COc1ccccc1C1CC(c2ccccc2)=NN1S(=O)(=O)c1ccccc1 (stereo not given)	-5	-15	100	-5	-7	99	20	96
Cc1cc(SCC(=O)N2CCN(C(=O)c3ccco3)CC2)c(C)cc1Br	5	-12	92	.	-2	97	4	98
CC(C)Oc1ccc(CCC(=O)N/N=C/c2ccncc2)cc1	7	-5	102	2	1	102	12	106
O=C(CN1C(=O)NC2(CCOc3ccccc32)C1=O)c1ccc(Cl)s1 (stereo not given)	3	-6	92	.	2	99	1	103
CC(C)n1c(C(O)c2ccccc2)nc2ccccc21 (stereo not given)	3	19	106	5	-1	101	-1	112
COc1ccccc1N1CCN(c2ncnc3c2oc2ccccc23)CC1	-3	13	92	-27	6	113	9	95
CC(C)(CNCC(O)c1ccccc1)N1CCOCC1 (stereo not given)	-8	0	102	-6	1	104	3	102
COc1ccccc1Nc1nc(N)nc(CN2CCc3ccccc3C2)n1	-13	5	96	1	-2	.	12	96
Cc1nn2c(N3CCN(C)CC3)c3c(nc2c1-c1ccccc1)CCCC3	-9	-8	100	-4	2	91	1	100
COc1ccccc1N1CCN(C(=O)C(=O)c2c[nH]c3ccccc23)CC1	-6	-8	96	-8	1	92	11	100
N#CCC(=O)N/N=C/c1cc(Br)ccc1OCc1cccc2ccccc12	-8	7	93	-3	10	.	25	98
CCC1CCC2(CC1)NC(=O)N(CC(=O)Nc1ccc(OC)c(Cl)c1)C2=O (stereo not given)	0	6	103	.	0	109	1	105
CNNC(=S)NC1CC2CC1C1C=CCC21 (stereo not given)	-4	15	95	-2	4	112	1	95
CCCn1c(C(C)Nc2nc(-c3ccc(OC)cc3)cs2)nc2ccccc21 (stereo not given)	2	14	97	10	-8	105	33	95
CCc1cc(C(=O)N2CCN(S(=O)(=O)c3ccccc3F)CC2)sc1C	4	-19	99	.	5	104	0	101

(listing goes on)
SMILES	proCasp7 act	ZTA DNA inh	RPL19A-GFP yeast	EBNA-1 inh	proCasp3 act	LAP4-GFP MLPCN	AHR act	MEP2-GFP yeast
CN(C)C(=O)c1ccc(OCC(F)(F)F)nc1	-1	-2	98	2	1	115	-2	100
C=CCOc1ccc2nc(NC(=O)OC)[nH]c2c1	-1	4	95	8	-8	102	9	113
O=C(O)c1[nH]c2ccc(Cl)cc2c1CC(=O)N1CCN(C(=O)c2ccco2)CC1	-4	-6	93	-11	3	87	5	90
COc1cc2c(cc1NC(=O)Nc1ccc(C)cc1)oc1ccccc12	-6	-10	101	-2	-5	102	87*	107
Cc1nnsc1C(=O)NC1CCCc2c1cnn2-c1cc(F)cc(F)c1 (stereo not given)	11	1	94	-11	12	86	3	79
O=C(COC(=O)c1cc(S(=O)(=O)N2CCOCC2)ccc1Cl)NCc1ccccc1	10	.	103	.	4	97	1	107
Cc1oc(C(=O)O)cc1CSCc1ccoc1C(=O)O	6	5	100	-1	-7	105	0	98
O=C(Cc1ccc(-n2c(=O)c3sccc3n(Cc3ccc(F)cc3)c2=O)cc1)NCc1ccco1	-8	0	97	6	-1	96	0	92
O=S(=O)(c1ccc(Cl)cc1)N1CCCc2ccccc21	7	-9	102	-11	4	89	6	96
O=C(Nc1cccc(C(=O)N2CCN(c3ccccc3)CC2)c1)c1ccco1	-5	6	101	1	-2	84	6	100
Cc1cc2c(=O)n(NC(N)=O)c(C)nc2s1	10	-10	96	-6	6	111	4	107
COc1cc(NC(=O)c2[nH]cnc2C(N)=O)cc(C(=O)Nc2cccc(C(F)(F)F)c2)c1	0	.	104	.	2	98	22	105
O=C(NCC1c2ccccc2CCN1C(=O)CN1C(=O)c2ccccc2C1=O)C1CCCCC1 (stereo not given)	-12	-9	100	7	4	100	-1	106
CC1CCCCC1NC(=O)CCCn1c(=S)[nH]c2ccccc2c1=O (stereo not given)	-12	-2	99	7	1	103	3	107
Nc1ncnc2c1ncn2[C@@H]1O[C@H](CO)[C@@H](O)[C@H]1O	-2	7	98	-6	-2	106	-2	92
Cc1ncc([N+](=O)[O-])n1CC(=O)Nc1cccc(C(F)(F)F)c1	-3	-9	102	3	1	96	3	105
CCOC(=O)C1=C2NC(=O)c3ccccc3N2C(=O)C1	-2	1	96	-7	1	106	-1	99
CC(NC(=O)CCc1nnc(C2(c3ccc(Cl)cc3)CCC2)o1)C1CC1 (stereo not given)	2	-6	103	3	5	81	2	103
